Assay outcomes deposited in PubChem by several laboratories.
PolyA inhibitor – yeast polyadenylation inhibition; S. cerevisiae SKY197-pL101 polyadenylation reporter, beta-gal luminescence; efflux-impaired pdr1/pdr3 knockout yeast; score 100 = 6 SD above DMSO; calls only at 12 µM; 300,000 tested, 0.02% active;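 active = lowest replicate activity score at least 50, where 100 means six control SD above control mean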;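 also: yeast exposed to compound for 9 h at 30 °C; higher score means more reporter readthrough which indicates perturbed polyadenylation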
AI-2 QS mod – Vibrio harveyi AI-2 quorum sensing modulation; Vibrio harveyi JMH597 AI-2 luminescence/OD600 ratio, 9 h; hits give low values; strain lacks LuxN and CqsS sensors; 0 = neutral-control median; activity change, % at 7.5 µM; 300,000 tested, 0.4% active; in the data active = activity change below about -75%, passing the limit was not always enough;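 also: luminescence divided by OD600 gain over 9 h not by final OD600 alone; inactives centre near 13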
HSP90 inh – blocks HSP90-mediated luciferase refolding in reticulocyte lysate | inhibition, % at 5.6 µM | Rabbit reticulocyte lysate, luciferase refolding luminescence, 3 h | AID 1789 | 290,000 tested, 0.91% active;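 active = inhibition above the screen-wide mean plus 3 SD, computed separately per campaign, cut at about 16% in these data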;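 also: 0% = DMSO wells and 100% = 60 µM geldanamycin wells; inhibitors lower the luminescence because luciferase stays unfolded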
HSF1 inhib – HSF1 inhibition; activity change, negative = inhibition, % at 7.5 µM (by protocol); NIH3T3-HGL HSE-luciferase, MG132-induced, luminescence 8 h; hits give low values; 300,000 tested, 0.77% active;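 active = more than half of replicate wells show activity change below -50%, luminescence cut by over half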;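 also: luciferase reports HSF-1 transcriptional activity via heat shock element; 0% = median of DMSO wells and -100% = zero luminescence signal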
aSyn UTR inh – 5' untranslated region of α-synuclein, MLPCN primary screen. inhibition, % (tested at 7.5 µM). 300,000 tested, 0.82% active. alpha-synuclein 5'UTR reporter, inhibitor activity; in the data active = inhibition above about 60%;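 also: H4 neuroglioblastoma cells stably carrying SNCA 5'UTR luciferase fusion; 0% = DMSO wells and 100% = positive control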
IEC-6 tox – counter-screen for KLF5 inhibitors: cytotoxicity in IEC-6 cells | IEC-6 cytotoxicity, luminescence viability | inhibition, % at 5 µM | 290,000 tested, 0.78% active | AID 1825; in the data active = inhibition above about 22%;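 also: 0% = plate median of test compound wells and 100% = cytotoxic reference compound wells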
KLF5 inh – suppresses KLF5 promoter-driven expression | inhibition, % at 5 µM | DLD-1 KLF5 promoter-luciferase reporter, luminescence | 290,000 tested, 0.23% active | AID 1700;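 active = inhibition above a per-plate limit of that plate's mean compound inhibition plus 3 SD, cut at about 60% in these data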;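 also: 0% = DMSO wells and 100% = LY294002 at 200 µM; higher means less KLF5 promoter-driven luciferase light; inactives centre near -14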
HSF-1 act – increases HSF-1 driven luciferase reporter signal. activation, % at 9 µM. 300,000 tested, 1.7% active. NIH3T3-HGL HSF-1 luciferase reporter, MG132, 8 h; 100% = twice DMSO control signal;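 active = mean replicate activation of at least 50% with a set share of replicates each reaching 50%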;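 also: 0% = median of the neutral control wells and 100% = twice that signal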
GSK3A inh – human GSK-3 alpha kinase inhibition; P49840; ADP-Glo luminescence, 60 min; inhibition, % at 10 µM; 320,000 tested, 0.1% active;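 in the data active = inhibition above about 50%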;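 also: GST-tagged GSK-3 alpha with peptide substrate and 25 µM ATP; 0% = DMSO neutral wells and 100% = GW8510 positive control wells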
Target sequence (P49840 whole entry, looked up): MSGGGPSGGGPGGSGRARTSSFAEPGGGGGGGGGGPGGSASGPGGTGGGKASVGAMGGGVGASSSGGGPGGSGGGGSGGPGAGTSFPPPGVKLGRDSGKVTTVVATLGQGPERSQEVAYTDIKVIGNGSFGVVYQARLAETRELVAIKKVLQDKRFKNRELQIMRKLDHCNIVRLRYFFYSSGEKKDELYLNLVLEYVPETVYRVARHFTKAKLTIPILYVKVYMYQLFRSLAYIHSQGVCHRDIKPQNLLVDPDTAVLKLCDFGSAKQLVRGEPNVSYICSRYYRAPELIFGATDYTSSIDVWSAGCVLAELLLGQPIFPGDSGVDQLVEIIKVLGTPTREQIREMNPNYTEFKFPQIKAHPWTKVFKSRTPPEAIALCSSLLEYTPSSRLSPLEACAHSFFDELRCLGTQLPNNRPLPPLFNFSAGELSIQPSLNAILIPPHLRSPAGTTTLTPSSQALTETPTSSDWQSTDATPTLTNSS
GSK3beta inhib – human GSK3beta kinase inhibition; activity score (negative = inhibition), % at 10 µM; AID 2097; GST-GSK3beta kinase, ADP-Glo luminescence, 60 min; hits give low values; 300,000 tested, 0.038% active;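 active = more than half of replicate wells score below -50%, meaning over 50% inhibition versus plate controls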;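 also: 0% = median DMSO wells and -100% = median GW8510 positive control wells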
Target sequence (P49841 whole entry, looked up): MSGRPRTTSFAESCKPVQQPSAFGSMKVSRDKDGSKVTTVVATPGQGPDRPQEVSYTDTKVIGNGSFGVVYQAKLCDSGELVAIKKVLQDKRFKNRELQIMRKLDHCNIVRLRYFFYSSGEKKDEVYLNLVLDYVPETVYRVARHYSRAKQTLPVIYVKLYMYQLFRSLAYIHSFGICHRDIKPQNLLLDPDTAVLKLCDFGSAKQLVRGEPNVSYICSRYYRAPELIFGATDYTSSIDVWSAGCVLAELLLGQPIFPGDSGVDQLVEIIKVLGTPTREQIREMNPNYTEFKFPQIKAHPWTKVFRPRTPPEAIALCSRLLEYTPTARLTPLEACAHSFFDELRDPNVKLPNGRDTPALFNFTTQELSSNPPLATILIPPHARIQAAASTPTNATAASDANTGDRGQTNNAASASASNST
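Test system – GST-tagged human GSK3beta kinase, cell-free · Incubation – 60 min enzyme reaction, room temperature · Signal – ADP-Glo luminescence · Also added – peptide substrate and ATP at 25 µM · Controls – DMSO neutral wells and GW8510 at 20 µM as positive · Buffer or medium – Tris/MgCl2 kinase buffer · Measure – Luminescence-derived activity versus plate DMSO and GW8510 wells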
The depositor's hits bear a star; i = inactive; . = not tested or not shown. An excerpt. The share of hits here may be higher or lower than overall.

Molecule	GSK3A inh	IEC-6 tox	HSP90 inh	AI-2 QS mod	PolyA inhibitor	KLF5 inh	aSyn UTR inh	HSF-1 act	GSK3beta inhib	HSF1 inhib
COc1cc2c(cc1OC)C(C(=O)NCCN(C)C)C(c1cccs1)N(C)C2=O (stereo unspecified)	-4	-3	-1	18	i	-25	5	-10	-1	-15
CC(C)[C@H](NC(N)=O)C(=O)NNC(=O)COc1cccc(C(F)(F)F)c1	-1	1	3	11	i	7	-2	142*	1	88
COc1ccc2cc(OCC(=O)NNC(=O)Nc3ccc(C(C)=O)cc3)ccc2c1	-2	0	1	10	i	-56	-88	2	-1	-4
CC1Cc2ccccc2N1C(=O)CSc1nnc(C2CC2)n1C (stereo unspecified)	5	6	-1	21	i	-8	5	-5	0	-8
Cc1ccc(S(=O)(=O)Cn2cnnn2)cc1	-4	2	1	3	i	-8	12	-11	-1	-5
CCC(NC(=O)c1ccc([N+](=O)[O-])cc1[N+](=O)[O-])c1ccccc1 (stereo unspecified)	0	3	1	26	i	-20	-8	-6	-4	4
CC(=O)c1cccc(NC(=O)C(C)N2CCc3ccccc3C2)c1 (stereo unspecified)	-1	-2	3	-4	i	-19	6	-17	1	-7
C#CCn1cc(/C=C2\NC(=O)NC2=O)c2ccccc21	0	-1	67*	30	i	-24	0	0	-1	-1
Cc1nn(C)c(C(=O)Nc2ccc3c(c2)OCO3)c1[N+](=O)[O-]	.	0	-3	8	i	-23	-12	0	-2	-5
Cc1nc2ccc(NC(=O)CS(=O)(=O)c3ccccc3)cc2s1	-2	.	.	18	i	.	-101	16	-2	6
CCCCCOc1ccc(C(=O)NCCC(=O)NCCCC(=O)OCC)cc1	0	-5	-7	10	i	-8	10	13	0	9
CCOc1cc(C(=O)Nc2ccc(C)cc2C)ccc1OCC(=O)N1CCCCC1	-2	1	-5	8	i	-29	-2	-1	0	2
CC1(C)C([N+](=O)[O-])C(c2ccc(F)cc2)NC(c2ccc(F)cc2)C1[N+](=O)[O-] (stereo unspecified)	0	1	13	9	i	2	16	21	-2	6
CN(NC1OC(=O)c2ccccc21)c1ccc(C(F)(F)F)cc1[N+](=O)[O-] (stereo unspecified)	-2	8	-2	4	i	-3	0	-69	2	-59*
CC1CC(=O)N(c2ccc(NCCc3ccc(O)cc3)c([N+](=O)[O-])c2)C1=O (stereo unspecified)	2	-2	-4	4	i	-27	11	6	2	0
Nc1ccc2c(c1)C(=O)c1ccccc1C2=O	-1	.	.	-13	i	.	-145	1	2	-7
CCn1ncc(CNC(=O)CCCSc2nc(-c3ccco3)cc(C(F)(F)F)n2)c1C	-2	-2	2	5	i	-5	5	13	4	5
O=C(NCCc1cccnc1)C1CCC(=O)N(CCc2cccc(F)c2)C1 (stereo unspecified)	.	-1	-1	-3	i	-45	16	14	0	-6
COc1cccc(NC(=O)n2nc(N)cc2-c2ccc(Cl)cc2)c1	-2	3	8	18	i	9	-69	21	1	2
Cc1cc(C(=O)Nc2ccc(C(=O)O)cc2)c(C)o1	0	0	2	6	i	-13	-30	0	2	-8
CCC(C)N(C(=O)COC(=O)CSc1ccc([N+](=O)[O-])cc1)C1CCS(=O)(=O)C1 (stereo unspecified)	.	6	-4	19	i	-12	1	-15	-1	-1
COc1ccc(/C=C2\SC(=O)N(CC(=O)Nc3cccc(C)c3)C2=O)cc1O	-1	0	-3	54	i	-8	-20	40	1	31
Cc1ccc(OCCC(=O)OCC(=O)Nc2ccc3c(c2)OCCO3)cc1	-2	.	.	30	i	.	4	-8	-1	-2
OC(COc1cccc2ccccc12)CN1CCN(c2ccccn2)CC1 (stereo unspecified)	-2	0	1	29	i	-62	1	8	2	-3
Cc1cc(C)n2c(=O)c3ccc(Cl)cc3nc2c1C#N	-1	10	-3	-1	i	-15	-23	20	4	0
Cc1ccc(C(=O)/C=C/Nc2ccccc2C(N)=O)o1	3	0	1	28	i	-12	-200	8	0	1
Cc1ccc(CNC(=O)COC(=O)CCOc2ccc(C)cc2)cc1	3	.	.	13	i	.	-4	8	3	8
N#Cc1ccccc1Cn1cc(/C=N/Nc2ccc([N+](=O)[O-])cn2)c2ccccc21	14	-5	4	28	i	-41	7	6	0	-5
COc1cccc(C2C3=C(CCCC3=O)Nc3nc(-c4cc(OC)c(OC)c(OC)c4)nn32)c1 (stereo unspecified)	0	1	-3	29	i	-9	40	2	1	-7
CCN(CC(=O)Nc1c(F)cccc1F)C(=O)c1ccc(S(=O)(=O)NCc2ccco2)cc1	-1	.	.	22	i	.	2	-4	0	-3
N#Cc1cccc(NC(=O)CN2C(=O)NC(Cc3ccccc3)C2=O)c1 (stereo unspecified)	-1	-2	0	-84*	.	-9	-7	0	-5	-2
CN(C)c1nc(C(=O)NN)nc(N(C)C)n1	-2	3	3	25	i	-53	21	14	2	-3
O=C(NCc1n[nH]c(=S)n1-c1cccc(Cl)c1)c1ccc(S(=O)(=O)N2CCCC2)cc1	-1	-2	3	1	i	-22	-4	5	0	-9
O=C(/C=C/c1ccc([N+](=O)[O-])o1)NNC(=O)c1ccc(F)cc1	2	16	0	-91*	i	-1	-94	71*	1	42
C=C[C@@](C)(O)CC[C@@H]1[C@@]2(C)CCCC(C)(C)[C@@H]2CC[C@@]1(C)O	-2	6	1	10	i	-26	18	2	-21	2
CN(C)N1C(N)=C(C#N)C(c2cccnc2)C2=C1CCCC2=O (stereo unspecified)	-2	4	-2	35	i	-5	21	16	3	3
CCOc1ccc(C(=O)OC(C)CN2CCCCC2)cc1 (stereo unspecified)	-2	-2	-4	26	i	-43	1	0	-2	-2
CCCCOCCCNC(=O)Cc1cccs1	-4	0	-2	21	i	-17	8	11	0	6
COC(=O)c1ccccc1NC(=O)CSc1nnc(-c2cccc(NC(C)=O)c2)n1C	0	6	2	7	i	-10	-22	-25	-5	-11
CCN1CCOC(CC(=O)Nc2ccc([N+](=O)[O-])cc2)C1=O (stereo unspecified)	3	3	-2	19	i	-20	-1	1	2	-2
CC1CN(C(=O)c2cc(-c3ccc(Cl)s3)nc3ccccc23)CC(C)O1 (stereo unspecified)	-1	.	.	27	i	.	-2	6	2	15
Cc1ccc2nc(-c3ccc(SCC(=O)N4CCc5ccccc54)nc3)[nH]c2c1	0	-6	-3	15	i	-24	-388	102*	3	85
CC1=NN(C(N)=S)C(=O)C1N=Nc1c(C)n(C)n(-c2ccccc2)c1=O (stereo unspecified)	1	.	.	29	i	.	12	-4	-5	-8
O=C(NC1CCN(Cc2ccccc2)CC1)c1ccc2c(c1)OCCCO2	-4	-2	-3	2	i	-14	-6	1	0	0
O=C(Cn1cncn1)c1ccc(F)cc1F	5	-8	-1	16	i	-4	-12	9	2	-3
COc1ccc(CCNC(=O)CCNC(=O)N2CC(=O)Nc3ccccc32)cc1	0	-2	-1	14	i	-20	-15	6	0	2
CCCC[n+]1ccn(-c2nc3ccccc3nc2[N-]S(=O)(=O)c2ccc(Cl)cc2)c1	4	4	1	6	i	7	20	4	0	2
O=C(NCCCN=C1NS(=O)(=O)c2ccccc21)c1ccc(S(=O)(=O)N2CCOCC2)cc1	.	1	-2	-6	i	-19	-5	-4	-23	-4
O=C(Nc1ccc(Br)cc1)N1CCCC(O)C1 (stereo unspecified)	0	5	1	19	i	-10	-55	1	2	9
Cc1ccc(-n2c(C)nc3c(cnn3-c3ccc(C)c(C)c3)c2=O)cc1C	-3	8	1	1	i	-4	-101	40	3	25
Cc1cc(=O)c(C(=O)O)cn1-c1ccc(C(C)C)cc1	-2	10	2	20	i	-14	13	-7	-3	-8
O=C(NCCN1CCOCC1)c1ccc(NC(=O)C2COc3ccccc3O2)cc1 (stereo unspecified)	-2	7	-1	15	i	-28	16	-6	2	-4
Cc1nc(CCNC(=O)Cc2ccc(Cl)cc2)cs1	-3	-3	-3	20	i	-2	-4	-1	0	0
CC(=O)c1cc(C#N)c(Oc2ccc(Cl)cc2Cl)nc1C	-1	9	3	7	i	13	15	5	0	-6
O=C(O)C1CCC(=O)N1C(=O)OCc1ccccc1 (stereo unspecified)	1	-3	0	21	i	-4	-25	4	2	-2
CCNc1nc(ON=C(C)C)nc(N(C)C)n1	-3	3	-3	7	i	-33	-5	1	1	-3
CC(C)(C#N)Nc1ccccc1	-1	-8	-1	17	i	-13	15	12	-1	-6
CCOC(=O)Nc1ccc2c(CN(C)Cc3ccc(F)cc3)cc(=O)oc2c1	-2	6	-2	35	i	1	32	28	1	7
O=C(Nc1ccc(S(=O)(=O)Nc2ncccn2)cc1)c1ccccc1Br	13	-3	-1	.	i	-33	2	10	.	-4
CCN(CC)S(=O)(=O)c1ccc(C(=O)N(c2ccccc2)C2C=CS(=O)(=O)C2)cc1 (stereo unspecified)	-1	0	2	18	i	-21	17	-8	-2	-5
